PAX8 inh HTS: inhibitors of PAX8-driven TPO luciferase reporter, primary screen, RMG-I cells, single concentration; SteadyGlo, 24 h; inhibition, % at 12.6 µM; actives 1.2% (n = 360,000);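 active = mean replicate inhibition at least 60% with every replicate also reaching 60%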;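 also: luciferase light reporting Pax8 driven TPO promoter activity; plate controls were median of neutral control wells for no effect and mitoxantrone controls for full effect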
LGR2 inh: inhibitors of bursicon-induced LGR2 CRE-luciferase signal, primary screen, cell-based, HEK293, CRE-luciferase reporter, bursicon stimulation. bursicon-stimulated, 4 h. inhibition, % at 9.99 µM. actives 0.35% (n = 380,000). AID 720647, 2013;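 active = drop in luminescence signal, shown as inhibition above about 50% in the replicate tests, limit read from the data, passing the limit was not always enough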;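 also: agonist challenge used bursicon conditioned medium at about half maximal strength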
SIRT5 block: SIRT5 desuccinylase inhibitors, primary screen, biochemical, fluorescence imaging, single point, set 5 | NAD-dependent protein deacylase sirtuin-5, mitochondrial (Homo sapiens), Q9NXA8 | Purified SirT5, succinyl-peptide AMC, trypsin-coupled fluorescence | inhibition, % at 15 µM | actives 1.1% (n = 330,000); in the data active = inhibition above about 15%
Target sequence (Q9NXA8 whole entry, looked up): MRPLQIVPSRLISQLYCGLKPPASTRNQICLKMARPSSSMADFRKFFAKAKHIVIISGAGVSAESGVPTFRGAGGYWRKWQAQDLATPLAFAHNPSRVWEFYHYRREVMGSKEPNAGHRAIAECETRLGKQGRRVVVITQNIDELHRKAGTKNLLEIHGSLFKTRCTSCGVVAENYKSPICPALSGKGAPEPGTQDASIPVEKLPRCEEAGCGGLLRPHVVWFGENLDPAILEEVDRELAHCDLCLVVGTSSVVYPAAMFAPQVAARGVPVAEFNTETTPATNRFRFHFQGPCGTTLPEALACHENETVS
DENV2 CPE rescue: inhibitors of DENV2 cytopathic effect, primary screen, cell-based, plate reader, single concentration. actives 1.7% (n = 350,000). DENV2-infected cells, cytopathic effect rescue. CPE inhibition, % at 9.99 µM; in the data active = CPE inhibition above about 20%, passing the limit was not always enough; tested in BHK-21 cells;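 also: 0% = median of neutral control wells and 100% = median of positive control wells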
ARNT-TACC3 inh: disruptors of ARNT/TACC3 protein interaction, primary screen, biochemical, AlphaScreen, single concentration; AID 623870, 2012; inhibition, % at 9.99 µM; Transforming acidic coiled-coil-containing protein 3 (Homo sapiens), Q9Y6A5; actives 0.66% (n = 390,000); AlphaScreen His-ARNT PAS-B/GST-TACC3 binding, luminescence; TACC3 fragment carries E629A point mutation;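 active = mean inhibition of replicates at least 50% and at least half of replicates each reaching 50%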;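 also: 0% = complete ARNT plus TACC3 wells and 100% = ARNT alone without TACC3; many hits fall short of the cut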
Casp6 inh: human caspase-6 inhibitors, primary screen, biochemical, VEID-R110 fluorescence, single point, set 2. inhibition, % at 12.5 µM. actives 0.53% (n = 350,000). purified caspase-6, Z-VEID-R110 cleavage fluorescence. P55212;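 active = mean inhibition across replicates at least about 35%, with every replicate also reaching that limit, limit read from the data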;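 also: 0% = median of neutral control wells and 100% = no fluorescence left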
Target sequence (P55212 24-179 limits assumed): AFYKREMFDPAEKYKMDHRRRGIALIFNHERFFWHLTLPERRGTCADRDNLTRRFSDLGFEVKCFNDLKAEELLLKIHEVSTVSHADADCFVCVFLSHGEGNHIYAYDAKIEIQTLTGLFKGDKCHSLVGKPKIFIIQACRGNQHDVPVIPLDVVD
Target sequence (P55212 194-293 limits assumed): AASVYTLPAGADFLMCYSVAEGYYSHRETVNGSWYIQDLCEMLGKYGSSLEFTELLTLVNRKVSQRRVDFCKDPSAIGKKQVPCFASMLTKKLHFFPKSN
EWS-Fli block: EWS/Fli-driven NR0B1 reporter inhibitors, primary screen, A673 cells, NR0B1 luciferase, luminescence, MLPCN library. inhibition, % at 12.6 µM. viability-normalised. actives 0.67% (n = 350,000). AID 651661, 2012;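 active = mean inhibition of at least 50% after viability correction, with every replicate also passing that limit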;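 also: firefly luciferase signal divided by Alamar Blue viability fluorescence both relative to DMSO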
* = called active by the depositor.

For O=C(C[C@H]1CC[C@@H]2[C@H](COC[C@H](O)CN2C(=O)c2cnccn2)O1)NCc1ccc(Oc2ccccc2)cc1 the results were LGR2 inh 2, DENV2 CPE rescue 1 and ARNT-TACC3 inh -2.
Screening COc1ccc(NC(=O)COC(=O)COc2cccc(Br)c2)cc1OC returned PAX8 inh HTS -7, LGR2 inh -6, SIRT5 block 1, DENV2 CPE rescue -6, ARNT-TACC3 inh 4, Casp6 inh 0 and EWS-Fli block -4.
Screening O=C(COc1ccc(C(=O)c2ccccc2)cc1)NC1CCCCC1 returned PAX8 inh HTS 21, LGR2 inh -3, SIRT5 block -6, DENV2 CPE rescue 16, ARNT-TACC3 inh -8, Casp6 inh -1 and EWS-Fli block 10.
Screening COc1ccc(N2CCN(C(=O)C3Cc4ccccc4CN3C(=O)c3ccco3)CC2)cc1 (stereo not given) returned PAX8 inh HTS 17, LGR2 inh 10, SIRT5 block -2, DENV2 CPE rescue 5, ARNT-TACC3 inh 32, Casp6 inh 8 and EWS-Fli block 3.
O=[N+]([O-])c1cccc(COc2cccc(CN3CCCCC3)c2)c1 was read as PAX8 inh HTS -1, LGR2 inh 10, DENV2 CPE rescue 5, ARNT-TACC3 inh 4, Casp6 inh -1 and EWS-Fli block -5.
For Cc1c(Cl)cccc1NC(=S)NCCc1ccccn1 the results were PAX8 inh HTS 9, LGR2 inh -5, SIRT5 block 2, DENV2 CPE rescue -2, ARNT-TACC3 inh -5, Casp6 inh 0 and EWS-Fli block 9.
CCOc1cc(S(=O)(=O)NC2CC(C)(C)NC(C)(C)C2)ccc1Cl was read as PAX8 inh HTS 17, LGR2 inh -3, SIRT5 block -5, DENV2 CPE rescue 1, ARNT-TACC3 inh 5, Casp6 inh -1 and EWS-Fli block 3.
Screening O=S(CC1CC1(Cl)Cl)CC1CC1(Cl)Cl (stereo not given) returned PAX8 inh HTS -9, LGR2 inh 5, SIRT5 block -1, DENV2 CPE rescue -3, ARNT-TACC3 inh -5, Casp6 inh -1 and EWS-Fli block 3.
CCCn1c(C2CCCN2c2nc(-c3ccc(C)cc3)cs2)nc2cc(Cl)c(N3CCCCC3)cc21 (stereo not given) was read as PAX8 inh HTS -2, LGR2 inh -1, SIRT5 block -5, DENV2 CPE rescue 0, Casp6 inh 1 and EWS-Fli block 0.
Cc1cc2[nH]c3c(c[n+](C)c4ccccc34)c2cc1C was read as PAX8 inh HTS 111*, LGR2 inh 100*, SIRT5 block 1, DENV2 CPE rescue 2, ARNT-TACC3 inh 22, Casp6 inh -44 and EWS-Fli block 82*.
Screening COc1ccc(/C=N/Nc2nc(C)cc(-c3ccccc3)n2)c(OC)c1 returned PAX8 inh HTS 26, LGR2 inh -2, SIRT5 block -4, DENV2 CPE rescue 12, ARNT-TACC3 inh -1, Casp6 inh -1 and EWS-Fli block 16.
Screening COC(=O)C1=CN(Cc2ccc(F)cc2)C=C(C(=O)OC)C1c1cc(OC)c(OC)c(OC)c1 returned PAX8 inh HTS -9, LGR2 inh 10, SIRT5 block -3, DENV2 CPE rescue 14, ARNT-TACC3 inh -32, Casp6 inh 5 and EWS-Fli block 6.
`CS(=O)(=O)c1cccc(C(=O)OCC(=O)c2ccc3c(c2)OCCO3)c1` gave PAX8 inh HTS -12, LGR2 inh -30, SIRT5 block 0, DENV2 CPE rescue -7, ARNT-TACC3 inh -4, Casp6 inh 0 and EWS-Fli block 1.
`COc1cc(C=C(C#N)C(=O)c2ccccc2)cc(OC)c1OC` gave PAX8 inh HTS 2, LGR2 inh 4, DENV2 CPE rescue -3, Casp6 inh -2 and EWS-Fli block -4.
For CO[C@H]1CN(C)C(=O)c2ccc(NC(=O)C3CCCC3)cc2OC[C@@H](C)N(C(=O)CC2CC2)C[C@H]1C the results were PAX8 inh HTS -5, LGR2 inh -17, SIRT5 block 2, DENV2 CPE rescue -1, ARNT-TACC3 inh -9, Casp6 inh -4 and EWS-Fli block 1.
For CC(O)[C@H]1CNC(=O)C(=O)N1CCc1cccc2ccccc12 (stereo not given in full) the results were PAX8 inh HTS -4, LGR2 inh -6, SIRT5 block 6, DENV2 CPE rescue 0, ARNT-TACC3 inh 1, Casp6 inh -3 and EWS-Fli block 0.
`COc1ccc(C(=O)CSc2nnc(-c3ccoc3C)n2CC2CCCO2)cc1` (stereo not given) gave LGR2 inh -1, SIRT5 block -2 and Casp6 inh 8.
CN(C)C(=O)c1ccc(-c2ccc(C3[C@H]4CNC[C@@H]3N4C(=O)Nc3cccc(Cl)c3)cc2)cc1 (stereo not given in full) was read as PAX8 inh HTS -38, LGR2 inh 5, DENV2 CPE rescue -9, Casp6 inh 0 and EWS-Fli block -9.
Screening COc1ccc(C2(C(=O)Nc3ccc(S(N)(=O)=O)cc3)CCCC2)cc1 returned PAX8 inh HTS 11, LGR2 inh -5, SIRT5 block 10, DENV2 CPE rescue 3, ARNT-TACC3 inh 0, Casp6 inh 5 and EWS-Fli block -7.
For C=CCNC(=O)CC1C(=O)NCCN1Cc1ccc(-c2ccccc2)cc1 (stereo not given) the results were PAX8 inh HTS 5, LGR2 inh 25, SIRT5 block 4, DENV2 CPE rescue 6, Casp6 inh -3 and EWS-Fli block 8.
CC12CCC(=O)N1C(C(=O)Nc1nc3ccc(F)cc3s1)CS2 (stereo not given) was read as PAX8 inh HTS -16, LGR2 inh -14, SIRT5 block -1, DENV2 CPE rescue 7, ARNT-TACC3 inh -4, Casp6 inh -7 and EWS-Fli block -23.
For Cc1ccc(S(=O)(=O)N2CCCC(C(=O)NCc3ccc4c(c3)OCO4)C2)cc1 (stereo not given) the results were PAX8 inh HTS 5, LGR2 inh 18, SIRT5 block -1, DENV2 CPE rescue 1, ARNT-TACC3 inh -10, Casp6 inh 3 and EWS-Fli block 14.
COc1ccccc1CC(NC(C)=O)C(=O)NC1CCN(C(=O)Nc2ccccc2C)CC1 (stereo not given) was read as PAX8 inh HTS -9, LGR2 inh 12, SIRT5 block -1, DENV2 CPE rescue 3, ARNT-TACC3 inh -8 and EWS-Fli block -7.
`COc1ccc(CNC(=O)C2(C)Cc3c(-c4cccc(NC(C)=O)c4)ccnc3O2)cc1OC` (stereo not given) gave PAX8 inh HTS 11, LGR2 inh -9, SIRT5 block -2, DENV2 CPE rescue 0, Casp6 inh 4 and EWS-Fli block 13.
CN(C)S(=O)(=O)c1ccc(C(=O)NN2C(=O)NC3(CCCCC3)C2=O)cc1 was read as PAX8 inh HTS 11, LGR2 inh 2, SIRT5 block -2, DENV2 CPE rescue 5, ARNT-TACC3 inh -3, Casp6 inh 0 and EWS-Fli block -2.
`CN(C)c1ccc(C(O)c2cc3ccccc3s2)cc1` (stereo not given) gave PAX8 inh HTS -101, LGR2 inh -85, SIRT5 block 1, DENV2 CPE rescue 0, ARNT-TACC3 inh 7, Casp6 inh -3 and EWS-Fli block 15.
Screening Cc1cc(OCC(=O)NNC(=O)c2cccnc2)cc(C)c1Cl returned LGR2 inh 8, SIRT5 block 1, DENV2 CPE rescue 5, Casp6 inh -3 and EWS-Fli block -2.
`O=C(Nc1cccc(F)c1)N1C[C@@H]2N[C@H](C1)C2c1ccc(-c2cncnc2)cc1` (stereo not given in full) gave PAX8 inh HTS 9, LGR2 inh 14, DENV2 CPE rescue 3 and EWS-Fli block 23.
`COc1ccc(Cl)cc1NC(=O)CN(C)CC(=O)N1CC(=O)Nc2ccccc21` gave PAX8 inh HTS 20, LGR2 inh 1, SIRT5 block 3, DENV2 CPE rescue -3, ARNT-TACC3 inh 21, Casp6 inh -3 and EWS-Fli block 17.
Cc1cc(Nc2c(C)n(C)n(-c3ccccc3)c2=O)c2ccccc2n1 was read as PAX8 inh HTS -17, LGR2 inh -3, SIRT5 block 3, DENV2 CPE rescue -10, ARNT-TACC3 inh 5, Casp6 inh -3 and EWS-Fli block -12.
For Oc1ccc(F)c2cccnc12 the results were PAX8 inh HTS 94*, LGR2 inh -4, SIRT5 block 0, ARNT-TACC3 inh 21, Casp6 inh 6 and EWS-Fli block 8.
O=C(c1ccoc1)N1CCC2(CC1)Oc1ccc(F)cc1C(=O)C21CC(c2ccc(Cl)cc2)=NO1 (stereo not given) was read as PAX8 inh HTS 11, LGR2 inh 0, DENV2 CPE rescue 0, ARNT-TACC3 inh -24, Casp6 inh -4 and EWS-Fli block -4.
`CNCc1c(OCc2ccccc2)ccc2ccccc12` gave PAX8 inh HTS -6, LGR2 inh 1, SIRT5 block -8, DENV2 CPE rescue 10, ARNT-TACC3 inh -2, Casp6 inh -3 and EWS-Fli block 1.
`COc1ccc(C(=O)Nc2cccc(C(C)=O)c2)c(OC)c1OC` gave PAX8 inh HTS -97, SIRT5 block -1, ARNT-TACC3 inh 2 and Casp6 inh -2.
For CCCNC(=O)C(Cc1ccc(I)cc1)NC(=O)c1ccc(C#N)cc1 (stereo not given) the results were PAX8 inh HTS -3, LGR2 inh -3, DENV2 CPE rescue 33*, ARNT-TACC3 inh -1, Casp6 inh 2 and EWS-Fli block 3.
For C[C@@H]1CN([C@H](C)CO)S(=O)(=O)c2ccc(-c3cccnc3)cc2O[C@@H]1CN(C)C(=O)C1CCC1 the results were LGR2 inh 8, SIRT5 block -1, DENV2 CPE rescue -1, ARNT-TACC3 inh 0, Casp6 inh 2 and EWS-Fli block -11.
CCOC(=O)c1ccc(CNC(=O)Cn2nnc(-c3ccccc3F)n2)o1 was read as PAX8 inh HTS 6, LGR2 inh 24, SIRT5 block -1, DENV2 CPE rescue 5, ARNT-TACC3 inh -1, Casp6 inh -1 and EWS-Fli block 0.
`CC(C)(C)c1ccc(/C=N/Nc2cccc(C(=O)O)c2)cc1` gave PAX8 inh HTS -21, LGR2 inh 40, SIRT5 block 7, DENV2 CPE rescue -1, ARNT-TACC3 inh -12, Casp6 inh 0 and EWS-Fli block 47.
For O=c1[nH]c(CSc2nc3ccccc3[nH]2)nc2c1cnn2-c1ccccc1 the results were PAX8 inh HTS 23, LGR2 inh 13, SIRT5 block -4, DENV2 CPE rescue -6, ARNT-TACC3 inh 1, Casp6 inh 0 and EWS-Fli block 11.

Entries shown so far containing fluorine, in the order listed:
Screening COC(=O)C1=CN(Cc2ccc(F)cc2)C=C(C(=O)OC)C1c1cc(OC)c(OC)c(OC)c1 returned PAX8 inh HTS -9, LGR2 inh 10, SIRT5 block -3, DENV2 CPE rescue 14, ARNT-TACC3 inh -32, Casp6 inh 5 and EWS-Fli block 6.
CC12CCC(=O)N1C(C(=O)Nc1nc3ccc(F)cc3s1)CS2 (stereo not given) was read as PAX8 inh HTS -16, LGR2 inh -14, SIRT5 block -1, DENV2 CPE rescue 7, ARNT-TACC3 inh -4, Casp6 inh -7 and EWS-Fli block -23.
`O=C(Nc1cccc(F)c1)N1C[C@@H]2N[C@H](C1)C2c1ccc(-c2cncnc2)cc1` (stereo not given in full) gave PAX8 inh HTS 9, LGR2 inh 14, DENV2 CPE rescue 3 and EWS-Fli block 23.
For Oc1ccc(F)c2cccnc12 the results were PAX8 inh HTS 94*, LGR2 inh -4, SIRT5 block 0, ARNT-TACC3 inh 21, Casp6 inh 6 and EWS-Fli block 8.
O=C(c1ccoc1)N1CCC2(CC1)Oc1ccc(F)cc1C(=O)C21CC(c2ccc(Cl)cc2)=NO1 (stereo not given) was read as PAX8 inh HTS 11, LGR2 inh 0, DENV2 CPE rescue 0, ARNT-TACC3 inh -24, Casp6 inh -4 and EWS-Fli block -4.
CCOC(=O)c1ccc(CNC(=O)Cn2nnc(-c3ccccc3F)n2)o1 was read as PAX8 inh HTS 6, LGR2 inh 24, SIRT5 block -1, DENV2 CPE rescue 5, ARNT-TACC3 inh -1, Casp6 inh -1 and EWS-Fli block 0.

Compound activity as filed in PubChem BioAssay.
